From PubChem
GLD-1 TGE inh – GLD-1-TGE RNA interaction inhibition (C. elegans) | purified GLD-1 + fluorescein TGE RNA, fluorescence polarization | inhibition, % at 5.96 µM | 320,000 tested, 0.44% active | AID 2280;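 active means percent inhibition above a per-plate cutoff, the plate mean of test compounds plus 3 SD, cut at about 30% in these data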;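 further: 0% = DMSO wells with GLD-1 and probe and 100% = wells lacking GLD-1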
MCL1 BIM primary – inhibitors of human MCL1 binding to BIM-BH3 peptide; GST-MCL1 / FITC-Bim-BH3 fluorescence polarization; inhibition, % at 10.9 µM; 320,000 tested, 0.68% active;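 active means inhibition above the mean inhibition of all tested compounds plus 3 SD, set per campaign, cut at about 40% in these data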;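 further: 0% = DMSO wells and 100% = unlabeled Bim-BH3 peptide control; higher means more loss of mP so more displacement of Bim peptide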
AGP1 TOR yeast – yeast TOR pathway AGP1-GFP modulation. 320,000 tested, 0.02% active. S. cerevisiae AGP1-GFP multiplex flow cytometry, 3 h; GFP as percent of DMSO wells. GFP response vs DMSO, % at 10 µM. AID 2066;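 active means GFP response relative to DMSO above a set limit, near screen average plus 3 SD, cut at about 150% in these data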;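 further: median GFP channel fluorescence of the gated AGP1 strain per well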
CIT2 TOR yeast – yeast TOR pathway CIT2-GFP modulation; S. cerevisiae CIT2-GFP strain, flow cytometry, 3 h; 100 means same as DMSO wells; GFP response vs DMSO, % at 10 µM; 320,000 tested, 0.065% active;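 active means GFP response relative to DMSO above a set limit, near the screen mean plus 3 SD, cut at about 150% in these data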;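 further: ratio of well median GFP fluorescence to mean of DMSO wells on the plate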
MEX-5 binding – C. elegans MEX-5 TCR-2 RNA binding activity | MEX-5/FITC-TCR2 RNA binding, fluorescence polarization; active compounds read low | Q9XUB2 | activity score (negative = inhibition of binding), % at 10 µM | 300,000 tested, 0.38% active;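 active means inhibition past about -25% in most replicates, and total fluorescence under double the plate's negative control median, limit read from the data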;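 further: 0% = DMSO and -100% = 5 µM competing unlabeled TCR2 RNA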
VLA-4 inh – inhibition in a human VLA-4 binding assay; P13612; VLA-4 expressing cells, ligand binding flow cytometry; inhibition, % (about 7 µM as worked out from the volumes in the protocol); 330,000 tested, 0.2% active; AID 2557; in the data active means inhibition above about 50%
GRK2 aptamer HTS – human GRK2 inhibition via aptamer displacement | P25098 | bead flow cytometry, FAM-aptamer displacement from GRK2 | inhibition of aptamer binding, % at 10 µM | 330,000 tested, 0.59% active | AID 488847;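 active means inhibition of aptamer binding above 40%, roughly 3 SD of noise, on plates passing a quality check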;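 further: median bead fluorescence of bound FAM aptamer so fluorescent compounds give negative values; no value below 0 was filed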
Target sequence (P25098 whole entry, looked up): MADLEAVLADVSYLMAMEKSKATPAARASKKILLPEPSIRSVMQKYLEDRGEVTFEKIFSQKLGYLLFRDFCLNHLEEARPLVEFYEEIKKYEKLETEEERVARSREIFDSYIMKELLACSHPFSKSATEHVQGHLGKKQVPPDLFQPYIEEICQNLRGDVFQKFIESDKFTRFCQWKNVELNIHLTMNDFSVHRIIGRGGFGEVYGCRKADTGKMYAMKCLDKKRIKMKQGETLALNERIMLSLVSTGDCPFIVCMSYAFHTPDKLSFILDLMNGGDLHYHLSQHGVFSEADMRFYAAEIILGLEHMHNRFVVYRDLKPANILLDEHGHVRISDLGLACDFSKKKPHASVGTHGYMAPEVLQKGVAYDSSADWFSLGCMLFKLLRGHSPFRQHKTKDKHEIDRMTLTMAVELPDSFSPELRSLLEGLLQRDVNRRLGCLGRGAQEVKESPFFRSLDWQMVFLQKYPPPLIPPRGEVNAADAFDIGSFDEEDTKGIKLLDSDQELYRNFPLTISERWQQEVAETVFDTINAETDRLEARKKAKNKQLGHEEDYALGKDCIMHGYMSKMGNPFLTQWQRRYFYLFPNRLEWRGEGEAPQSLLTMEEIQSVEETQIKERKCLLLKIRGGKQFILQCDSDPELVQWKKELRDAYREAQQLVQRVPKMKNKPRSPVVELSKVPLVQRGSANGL
Bcl-xL primary – Bcl-xL (human) inhibition; Q07817; GST-Bcl-xL / FITC-Bim BH3 peptide fluorescence polarization; inhibition, % at 10.9 µM; 320,000 tested, 0.7% active;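 active means inhibition above the mean of all tested compounds plus 3 SD, cutoff set per campaign, cut at about 30% in these data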;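 further: 0% = DMSO wells and 100% = unlabeled Bim-BH3 peptide competitor; inhibitors lower millipolarization by displacing the labeled peptide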
Target sequence (Q07817 whole entry, looked up): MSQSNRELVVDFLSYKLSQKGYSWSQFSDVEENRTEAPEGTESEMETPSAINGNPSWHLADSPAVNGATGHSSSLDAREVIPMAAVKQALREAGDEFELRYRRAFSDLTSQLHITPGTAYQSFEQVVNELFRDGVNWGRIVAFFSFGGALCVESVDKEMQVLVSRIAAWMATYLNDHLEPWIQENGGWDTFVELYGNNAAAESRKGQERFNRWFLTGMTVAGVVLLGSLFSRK
Fam108B counter – counter-screen for RBBP9 inhibitors: inhibitors of mouse Fam108B; 300,000 tested, 0.33% active; recombinant Fam108B, FP-Rh probe fluorescence polarization; inhibition, % at 9.51 µM;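 active means inhibition above the screen mean inhibition plus 3 SD, computed separately per campaign, cut at about 18% in these data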;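 further: inhibitors lower polarization as less probe binds the enzyme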
* hit, by the source's call; . = no result given.

Compound,GLD-1 TGE inh,MCL1 BIM primary,AGP1 TOR yeast,CIT2 TOR yeast,MEX-5 binding,VLA-4 inh,GRK2 aptamer HTS,Bcl-xL primary,Fam108B counter
CCCn1c(C(O)c2cc(OC)c(OC)c(OC)c2)nc2ccccc21 (centres undefined),-2,1,94,97,-1.7,6,1,-6,-1
CCOc1ccc(NC(=O)CCC(=O)Nc2nnc(CC)s2)cc1,4,-3,100,96,2.4,-3,0,3,-2
COc1ccccc1CN(C)c1nnnn1-c1ccccc1,-2,-2,97,97,0.8,-109,2,11,0
O=C(Nc1cccnc1)c1ccc(COc2ccccc2Cl)o1,5,0,93,87,1.2,36,0,3,0
Nc1cccc2c1C(=O)N(C(=O)c1ccco1)C2=O,19,16,101,110,-2.4,3,3,17,4
CCC(Sc1nccn1C)C(=O)Nc1ccc(Cl)cn1 (centres undefined),4,-5,105,101,5.0,-3,5,0,-1
CCOC(=O)C(=O)/C(=C\N(C)C)c1onc(-c2c(Cl)cccc2Cl)c1C(=O)OC,-2,-1,107,96,1.1,0,1,-2,1
CCNc1nc(NCC)n2c(SCc3ccc(F)cc3)nnc2n1,-1,-4,102,96,0.8,5,1,0,-2
O=C(NC1CCCC1)C(c1ccncc1)N(CC1CCCO1)C(=O)Cn1nnc(-c2cccs2)n1 (centres undefined),4,2,96,95,-1.3,-5,0,7,-4
COC(=O)/C=C1/SC(=Nc2ccc(C)cc2C)NC1=O,4,3,103,92,2.1,5,1,5,-1
O=C(NC1CCN(c2ncccn2)CC1)c1cccc(F)c1,-5,1,99,97,-1.1,5,1,6,-6
C=CCc1c(C)nc(N2CCSCC2)[nH]c1=O,3,1,118,107,1.7,5,1,6,1
CC(=O)c1ccc(NC(=O)CSc2nnc(-c3ccco3)o2)cc1,2,-6,98,102,-2.3,5,0,-3,-1
CCC(C)[C@H](NC(=O)N1CCC(C)CC1)C(=O)O (some centres undefined),3,1,109,101,-0.1,-3,0,0,-1
CCC(=O)Nc1cc(C)c(NC(=O)C23CC4CC(CC(C4)C2)C3)cn1,7,18,113,104,-7.7,-2,0,20,-4
O=C(CSc1nnc(SCc2ccc(Cl)cc2)s1)N/N=C/c1ccc(Cl)cc1Cl,-5,-11,93,91,-0.4,-11,0,-9,-5
FCCCOc1ccc(-c2nccc(-c3ccccn3)n2)cc1,4,4,84,93,-0.6,2,0,3,0
CC(C)(C)S(=O)(=O)/C(C#N)=C/c1sccc1C1OCCO1,-1,5,92,83,1.1,24,0,4,-4
CCOC(=O)c1c(C)c(C(=O)NCCCN2CCCC2=O)c(C)n1CC,5,-1,108,100,-0.8,12,0,2,-5
CCOc1ccc(NC(=O)c2sc3nc4n(c(=O)c3c2C)CCC4)cc1,-6,1,115,106,-3.3,-88,0,4,1
O=C(Oc1cccc(-n2cnnn2)c1)c1sc2ccccc2c1Cl,-5,-3,100,94,-0.3,5,0,2,0
CC(=O)c1c(C)oc2ccc(NS(=O)(=O)c3ccccc3)cc12,4,6,104,105,-0.3,4,3,6,-1
Nc1nnc(SCc2ccc(Cl)cc2)s1,6,3,93,96,2.1,6,5,6,0
CC(NC(=O)COC(=O)c1ccc(S(=O)(=O)N2CCOCC2)cc1)c1ccccc1 (centres undefined),10,.,99,102,.,15,0,.,.
CC(C)Oc1ccc(S(=O)(=O)N2CCCCC2)cc1NC(=O)C1CSC2(C)CCC(=O)N12 (centres undefined),-1,2,110,101,3.4,-4,3,5,4
CCC1CCCCN1Cc1nc2c(c(=O)n(C)c(=O)n2C)n1Cc1ccccc1 (centres undefined),-3,-2,105,101,2.0,38,1,2,5
CC(C)(CO)CNC1CCCN(C2Cc3ccccc3C2)C1 (centres undefined),9,5,98,100,1.1,0,0,-1,-4
COc1ccc(C(=O)CNc2ccc(C)cc2C)cc1,2,5,111,98,0.3,1,0,5,1
COc1cccc(-c2cc(C(=O)Nc3cnn(Cc4ccc(F)cc4)c3)no2)c1,4,-5,100,88,-0.7,-1,3,0,4
CCOC(=O)CNC(c1ccccc1)c1cc(Br)ccc1NC(=O)CCN1CCOCC1 (centres undefined),8,18,94,90,-2.7,7,1,8,-1
Cc1ccc(S(=O)(=O)Oc2ccc(/C=C(/NC(=O)c3ccccc3)C(=O)O)cc2)cc1,-3,1,102,95,-0.9,14,5,5,-4
O=C(c1cccc(S(=O)(=O)N2CCc3ccccc32)c1)N1CCCC(C(F)(F)F)C1 (centres undefined),3,-5,106,104,-0.1,2,4,1,-1
O=C(Nc1ncccc1O)c1ccc(Cl)c(S(=O)(=O)N2CCCCC2)c1,0,-2,109,113,-0.7,8,2,2,-2
O=[N+]([O-])c1ccccc1S(=O)(=O)Oc1ccc(C(=S)N2CCOCC2)cc1,8,8,106,114,0.4,1,4,5,-2
COCCCNC(=O)C(=O)NC1CCCCC1C (centres undefined),5,-4,105,101,-0.4,-6,0,-2,3
C#CCN1C(=O)C(O)(CC(=O)/C=C/C=C/c2ccccc2)c2ccccc21 (centres undefined),7,1,79,84,-1.3,6,0,3,-4
CC1CN(S(=O)(=O)c2cccc(C(=O)OCC(=O)NCc3ccccc3)c2)CC(C)O1 (centres undefined),7,2,106,101,.,5,3,1,.
O=P1(Nn2cnnc2)C=C(c2ccccc2)OC(c2ccccc2)=C1,8,5,104,99,0.9,7,1,4,4
CC(=O)Nc1ccc(S(=O)(=O)N2CCc3c(Cl)cccc3C2)cc1,-1,-2,105,103,0.9,-21,0,1,-1
CC(C)(C)OC(=O)NCCCC[C@@H](C(=O)NCCCCCCCCCCC(=O)N1CCN(C(=O)OC(C)(C)C)CC1)n1cc(CCO)nn1,3,-10,84,88,-2.8,-9,2,-1,2
CCC(=O)Nc1ccc(NC(=O)CSc2nnnn2-c2ccc3c(c2)OCCO3)cc1,6,4,96,98,-0.6,12,0,8,-2
Cc1ccccc1-c1nc(CS(=O)CC(=O)NCc2ccccn2)c(C)o1 (centres undefined),8,11,105,100,-0.6,-9,0,8,0
CCOC(=O)CSc1nc(C(C)C)nc2sc(C)c(C)c12,2,6,96,86,-1.5,-4,0,3,-2
CC(C)c1ccc(NC(=O)CSc2nc(-c3ccccc3F)nc3nc[nH]c23)cc1,2,7,99,102,-0.8,-2,0,8,-39
CC(=O)c1cccc(NC(=O)CCN2C(=O)C3C4CCC(C4)C3C2=O)c1 (centres undefined),7,4,101,87,-0.3,1,3,4,-1
Cn1c(SCc2cccc(Br)c2)nc2ccccc2c1=O,0,-10,108,105,1.6,7,0,1,-4
COc1ccccc1Nc1nc(-c2sc(NC(=O)c3ccccc3)nc2C)cs1,4,-3,80,69,-0.7,7,0,-3,1
COc1cc(OC)c(OC)cc1CNC(=O)CCN1C(=O)c2cccc([N+](=O)[O-])c2C1=O,-2,4,108,96,0.0,-5,6,-1,-1
S=C(NCCCc1ccccc1)NC1CCCCC1,0,13,101,95,-1.3,9,0,7,-2
Clc1ccccc1Cn1nnc2c(NCC3CC3)ncnc21,8,5,91,88,0.1,-3,5,1,2
Fc1cc(Br)ccc1Nc1nc2ccccc2n2nnnc12,-3,-4,98,91,-1.1,-40,0,1,-1
CC1(c2ccc(Cl)cc2)NC(=O)N(CC(=O)NCCC2=CCCCC2)C1=O (centres undefined),-1,-13,93,93,.,6,3,-10,.
CCOC(=O)n1c(SCC(=O)N(CC)CC)nc2ccccc21,4,5,90,94,-0.8,-11,1,3,0
Cc1ccc(-c2nn(-c3ccccc3)cc2C(=O)NCCCN2CCOCC2)cc1,8,8,93,95,3.2,0,1,4,3
C/C(=N/NC(=O)c1ccc2c(c1)OCO2)c1cccc(NC(=O)C(C)(C)C)c1,7,10,104,90,0.6,2,2,6,2
CCCn1nc(C(=O)OCC(=O)Nc2ccc(C)cc2)c2ccccc2c1=O,-3,.,100,109,.,-8,0,.,.
COc1cc(NC(=O)NCC2CCN(Cc3ccc(C)cc3)CC2)cc(OC)c1OC,7,-1,96,102,0.7,16,0,0,0
Nc1ccccc1SC1CC(=O)N(Cc2ccccc2)C1=O (centres undefined),6,8,98,91,2.8,1,3,2,7
CCC(=O)N1c2ccc(S(=O)(=O)N3CCOCC3)cc2CC1C (centres undefined),2,2,105,106,0.9,37,2,3,-2
O=C(CNC(=S)N(Cc1ccccc1)Cc1ccccc1F)NCCc1ccc(Cl)cc1,1,7,70,93,-0.7,5,0,4,-23

Looked up by compound from the list above, two records:
Compound,GLD-1 TGE inh,MCL1 BIM primary,AGP1 TOR yeast,CIT2 TOR yeast,MEX-5 binding,VLA-4 inh,GRK2 aptamer HTS,Bcl-xL primary,Fam108B counter
CC(=O)Nc1ccc(S(=O)(=O)N2CCc3c(Cl)cccc3C2)cc1,-1,-2,105,103,0.9,-21,0,1,-1
O=C(CNC(=S)N(Cc1ccccc1)Cc1ccccc1F)NCCc1ccc(Cl)cc1,1,7,70,93,-0.7,5,0,4,-23

(continued)
Compound,GLD-1 TGE inh,MCL1 BIM primary,AGP1 TOR yeast,CIT2 TOR yeast,MEX-5 binding,VLA-4 inh,GRK2 aptamer HTS,Bcl-xL primary,Fam108B counter
COc1ccc(C(CNC(=O)c2cccc(NS(=O)(=O)c3ccc(C)c(F)c3)c2)N(C)C)cc1 (centres undefined),6,4,109,110,0.5,-1,0,1,1
CCC(CO)NC(=O)c1cccc(S(=O)(=O)N2c3ccccc3CC2C)c1 (centres undefined),3,6,104,103,-1.6,-138,0,7,2
Cc1cc(S(=O)(=O)N2CCCC2)ccc1OCC(=O)N1CCCCC1,3,3,107,99,-0.6,11,0,6,-3
Cc1cccc(OCC(=O)NCC(=O)N/N=C/c2ccccc2)c1,4,10,86,92,0.3,-3,4,3,-3
NC(=S)N/N=C/c1ccc(-c2ccccc2)o1,-2,1,98,93,-3.4,-7,1,3,-4
O=c1ncn(-c2cccc(Cl)c2)c2ccccc12,10,3,109,101,-0.8,-7,0,4,3
COc1cccc(CNC(=O)CCNS(=O)(=O)c2cccc3nonc23)c1,5,0,96,101,-2.0,11,0,4,1
Cc1ccc2nc(SC(C)C(=O)N3CC(C)OC(C)C3)[nH]c2c1 (centres undefined),16,-4,102,103,1.9,1,2,-6,2
CCc1ccc(S(=O)(=O)NCCc2cn3cccc(C)c3n2)s1,0,11,101,101,1.0,0,1,1,-2
Cc1ccc(O)c(CNc2cccc3cccnc23)c1,0,-3,83,84,1.7,2,0,-1,5
C/C(=N/OC(=O)c1ccccc1)c1oc(C)nc1C,6,3,107,94,-1.8,-13,2,9,-2
COC(=O)NNC(=O)c1ccccc1C,6,7,100,104,-0.3,-3,0,2,-1
Cc1ccc(CNC(=O)c2cc(C)nn2-c2ccccc2)cc1,7,2,91,100,0.3,-3,7,-2,-3
Cc1cc(OC(C)C(=O)NC(Cc2c[nH]c3ccc(O)cc23)C(=O)O)c2c(C)c(C)c(=O)oc2c1 (centres undefined),2,3,100,98,-2.6,1,2,1,-1
Cc1cc(C)nc(NC(=O)c2ccc([N+](=O)[O-])c(C)c2)n1,-3,3,108,116,5.4,5,0,3,-2
COc1ccc(-c2csc(Nc3ccc(S(N)(=O)=O)cc3)n2)cc1,12,6,103,.,0.6,-3,44*,7,9
COc1cccc(CN(C)C(=O)CCNC(=O)c2ccco2)c1,4,0,94,98,.,-3,2,0,.
Fc1ccccc1CCNc1nnnn1-c1ccccc1,5,-4,100,102,1.2,-7,0,1,0
